Source: PubChem (several laboratories)
PPC-1+TRAIL kill: compounds killing PPC-1 cancer cells with TRAIL present (potentiator screen, no TRAIL-free arm); PPC-1 cells + TRAIL, ATPLite viability luminescence; cell killing (% activity), % at 4 µM; hit rate 0.41% among 220,000;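 active means cell killing above 50% in the first pass at 4 µM, then a duplicate retest at 5 µM averaging 50% or more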;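 further: plate controls were cells with TRAIL plus DMSO for no effect and medium-only wells lacking cells for full effect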
Wee1 degr inh: human Wee1 degradation inhibition, primary screen. HeLa Luc-Wee1K328M stability, luciferase luminescence; 100% = proteasome inhibitor MG132 effect. reporter increase, % at 5 µM. hit rate 1.2% among 220,000;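 active means activation above the mean of all tested compounds plus 3 SD, set per screening run, cut at about 8.8% in these data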;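 further: cells exposed to compound for 20 h before luminescence read; 0% = DMSO alone and 100% = MG132 at 30 µM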
Target sequence (P30291 whole entry K328M): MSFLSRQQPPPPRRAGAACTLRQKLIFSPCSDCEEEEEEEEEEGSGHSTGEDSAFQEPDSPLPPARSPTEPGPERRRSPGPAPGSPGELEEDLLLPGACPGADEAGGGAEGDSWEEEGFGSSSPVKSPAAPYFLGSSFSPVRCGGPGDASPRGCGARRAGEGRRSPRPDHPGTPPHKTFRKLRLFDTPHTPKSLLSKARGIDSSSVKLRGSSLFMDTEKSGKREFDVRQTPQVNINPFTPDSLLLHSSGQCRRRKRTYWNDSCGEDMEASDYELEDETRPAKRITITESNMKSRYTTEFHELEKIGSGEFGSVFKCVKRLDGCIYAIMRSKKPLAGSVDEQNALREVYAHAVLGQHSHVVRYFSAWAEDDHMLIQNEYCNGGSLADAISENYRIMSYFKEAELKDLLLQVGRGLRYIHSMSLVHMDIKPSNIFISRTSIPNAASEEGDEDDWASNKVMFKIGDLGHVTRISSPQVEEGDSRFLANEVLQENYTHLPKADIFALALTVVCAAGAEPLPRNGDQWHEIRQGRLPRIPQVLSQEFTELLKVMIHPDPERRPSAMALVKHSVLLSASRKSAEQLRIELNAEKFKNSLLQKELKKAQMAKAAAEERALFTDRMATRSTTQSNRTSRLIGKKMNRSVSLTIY
TNF necrop inh: blocks TNF-alpha induced death of Jurkat FADD-/- cells. Jurkat FADD-/- TNF necroptosis rescue, ATP luminescence, 24 h; 0 = TNF only, 100 = no-TNF cells. AID 463075. activation (protection from cell death), % at 10 µM. hit rate 0.068% among 220,000;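 active means activation, meaning protection from cell death, of at least 50% relative to plate controls; inactive means activation below 50%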;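 further: necroptosis triggered by 40 ng/mL TNF-alpha added together with compound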
BaF3 parental: reduces parental Ba/F3 cell viability, JAK2V617F counter-screen; hit rate 1.1% among 220,000; CellTiter-Glo ATP luminescence; inhibition, % at 5.6 µM;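 active means inhibition above a per-campaign cutoff, the mean inhibition of all tested compounds plus 3 SD, cut at about 27% in these data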;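 further: 0% = DMSO wells and 100% = JAK Inhibitor I control wells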
TRPML3 agonist: human mucolipin-3 channel agonism; Q8TDD5; HEK293 TRPML3-YFP, Fluo-8 calcium fluorescence; 100% = the carbachol control signal; activation, % at 3 µM; hit rate 0.29% among 220,000; AID 1448;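 active means activation above its plate's cutoff, the mean activation of the plate's test wells plus 3 SD, cut at about 12% in these data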;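 further: 0% = DMSO only wells and 100% = carbachol wells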
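Material: HEK293 cells stably carrying human TRPML3-YFP; compound dosing: single dose, 3 µM final nominal compound, 0.3% DMSO final; incubation: 1-h 37 °C dye load, 5-s basal, 120-s post-compound reads; technique: Fluo-8 intracellular calcium fluorescence, excitation 470-495 nm, emission 515-575 nm; read-out basis: percent activation from peak-to-basal fluorescence ratio, scaled between DMSO and carbachol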
CHOP inh: CHOP inhibition in unfolded protein response; CHO-K1 CHOP-promoter luciferase, tunicamycin-induced, 15-18 h; inhibition, % at 10 µM; hit rate 3.8% among 220,000; AID 2732;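 active means compounds that reduced the stress-induced luciferase reporter signal by more than about 70% of percent inhibition, limit read from the data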;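 further: 0% = tunicamycin plus vehicle and 100% = wells without tunicamycin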
RBBP9 inhibitor: inhibitors of human serine hydrolase RBBP9 | O75884 | recombinant RBBP9, FP-Rh probe fluorescence polarization | inhibition, % at 7.94 µM | hit rate 0.2% among 220,000;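 active means inhibition above the campaign mean of all tested compounds plus 3 SD, cut at about 14% in these data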;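 further: plate controls were DMSO wells with RBBP9 for no effect and wells lacking RBBP9 protein for full effect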
Target sequence (O75884 whole entry, looked up): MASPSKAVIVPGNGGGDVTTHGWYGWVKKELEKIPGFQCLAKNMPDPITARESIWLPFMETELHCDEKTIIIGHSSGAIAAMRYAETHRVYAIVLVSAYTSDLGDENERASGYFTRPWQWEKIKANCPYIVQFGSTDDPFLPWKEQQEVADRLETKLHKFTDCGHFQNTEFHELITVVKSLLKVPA
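System: RBBP9 protein / Quantity: 2.5 µM RBBP9 dispensing solution, before mixing / Also added: Serine-hydrolase probe FP-Rh, 375 nM pre-mixing / Dosing: 7.94 µM single dose, 0.794% DMSO / Timing: enzyme-compound preincubation 30 min, then probe labeling 45 min, 25 °C / Signal: FP readout at 525/598 nm / Controls: DMSO-treated enzyme wells and wells lacking RBBP9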
TRPN1 ag: zebrafish TRPN1 (NompC) channel agonism; activation, % at 3 µM; hit rate 0.18% among 220,000; HEK293 zebrafish TRPN1-YFP, Fluo-8 calcium fluorescence; 100% = response to 87 µM carbachol;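 active means activation above its plate's cutoff, the mean activation of test wells on that plate plus 3 SD, cut at about 19% in these data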;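 further: 0% = DMSO alone and 100% = 87 µM carbachol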
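System: zebrafish TRPN1-YFP in HEK293 cells / Dosing: 3 µM single point / Timing: dye loading 1 h at 37 °C, then 30 min room temperature / Signal: Fluo-8 calcium fluorescence, excitation 470-495 nm, emission 515-575 nm / Read-out basis: percent activation from peak over basal fluorescence ratio, control-normalized / Control set: high carbachol 87 µM, low DMSO alone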
Ba/F3 V617F tox: lowers viability of Ba/F3 cells expressing EpoR and JAK2V617F; ATP luminescence; inhibition, % at 5.6 µM; hit rate 1.1% among 220,000;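 active means inhibition above the campaign mean plus 3 SD over all tested compounds, cut at about 24% in these data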;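 further: cytokine-independent growth of Ba/F3 cells driven by EpoR plus mutant JAK2; 0% = DMSO-treated cells and 100% = JAK inhibitor I control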
The depositor's hits bear a star; [ ] = another dose, or the depositor's remark. Compounds as they come, and some 6.8% of all compounds hit somewhere here.

The line under a structure holds: PPC-1+TRAIL kill, Wee1 degr inh, TNF necrop inh, BaF3 parental, TRPML3 agonist, CHOP inh, RBBP9 inhibitor, TRPN1 ag, Ba/F3 V617F tox
- CCO/C(C)=C1\N=C(c2ccc(Cl)cc2)OC1=O
    15, -3, -1.9, 6, -0.2, 11, 5, -0.4, 0
- Cc1cc(NC(=O)c2cncc(Br)c2)n(-c2ccccn2)n1
    19, 0, -1.3, 5, 0.9, 31, -4, 1.7, 0
- COc1c(F)c(F)c(C(=O)Nc2ccccc2N2CCN(C(C)=O)CC2)c(F)c1F
    16, 1, 0.2, 2, 0.2, 11, -3, 0.3, -3
- CN(Cc1nccn1C)C(=O)CC1C(=O)NCCN1Cc1cccc(Oc2ccccc2)c1 (stereo not given)
    -18, 12*, 0.3, 6, 0.6, 35, -4, -0.9, 0
- CCc1nnc(N2C(=O)c3ccc(Oc4ccc([N+](=O)[O-])cc4)cc3C2=O)s1
    15, 3, -2.0, 6, 0.6, 48, -4, 0.3, -4
- Cc1ccc(F)c(NC(=O)C2CCCCC2C(=O)O)c1 (stereo not given)
    11, -2, 0.2, 1, 0.2, 0, -2, -0.1, 0
- O=C(CSc1ncc(C(F)(F)F)cc1Cl)N1CCN(S(=O)(=O)c2ccccc2)CC1
    11, -2, -1.2, 4, 0.7, 68, 0, -0.7, -3
- COC(=O)c1sc(NC(=O)c2oc3ccccc3c2C)nc1C
    -7, 0, -0.1, 6, 0.5, 62, -5, 0.1, 2
- CC(c1ccco1)N(C(=O)c1ccccc1NS(=O)(=O)c1cccc([N+](=O)[O-])c1)c1ccccn1 (stereo not given)
    15, 6, -0.2, 7, 3.2, 16, -6, 5.5, -3
- COCCN(C(=O)c1csnn1)C(C(=O)NC(C)(C)C)c1cccc(OC)c1 (stereo not given)
    16, 1, -0.9, 7, -0.5, 36, -9, 0.8, 2
- CC(C)C1CC(CCN)(Cc2ccccc2)CCO1 (stereo not given)
    6, -4, 3.7, 1, 0.6, -9, 4, -0.2, -4
- CC(C)(C)c1nc2ccc([N+](=O)[O-])cc2[nH]1
    31, 0, 4.1, 8, 0.7, 0, -8, 0.6, -2
- Cc1ccccc1-n1nc(-c2cccnc2)cc1C(=O)NN
    17, -2, 0.3, 1, 0.5, 14, -8, -0.1, 3
- CCOC(=O)C1=C(C)NC2=C(C(=O)OC2)C1c1ccccc1 (stereo not given)
    -9, 2, -6.2, 3, 0.8, -26, -7, 0.1, -1
- COc1ccc(S(=O)(=O)Nc2cccc(N(C)S(C)(=O)=O)c2)cc1C
    10, -1, -1.3, 9, 1.6, 34, -10, 2.7, -1
- CCc1ccc(C2N3CC4([N+](=O)[O-])CN2CC([N+](=O)[O-])(C3)C4(C)C)cc1 (stereo not given)
    -11, -2, 0.4, 9, 0.5, 2, -3, 0.3, 3
- O=C(Nc1ccc(N2CCOCC2)cc1N1CCOCC1)c1ccc([N+](=O)[O-])cc1
    -21, 0, 0.1, 5, 1.4, -41, -6, 0.6, 1
- O=C(Nc1ccc(S(=O)(=O)N2CCCC2)cc1)c1ccc(OCC2CCCO2)cc1 (stereo not given)
    16, -2, -4.8, 1, 5.3, 6, -7, 5.9, -2
- O=C(O)Cc1ccc(O)c(F)c1
    3, 0, 0.2, 3, 1.1, -3, -7, 0.9, 1
- COc1cccc(/C=N/NC(=O)c2[nH]nc3c2CCc2ccccc2-3)c1O
    57*, -1, -11, 5, 0.2, 25, -6, -0.8, 0
- O=C(Nc1cccc2ncccc12)c1cc2ccccc2o1
    19, -1, -2.5, 4, 0.3, 28, -4, 2.5, 3
- CCCCNC(=O)Oc1cc(CCl)on1
    3, 3, 0.8, 7, 0.9, 10, 5, 0.8, 1
- CC(=O)N1c2ccccc2NC(=O)C1(C)C
    15, 1, 0.2, 6, 0.6, 30, 2, 0.7, -2
- COc1cc(NC(=S)NC(=O)c2ccco2)ccc1NC(=O)C(C)C
    13, 8, -0.6, -2, 0.6, 6, -3, 1.8, 2
- COc1ccc(CC2(CO)CCN(S(=O)(=O)N(C)C)CC2)cc1
    3, 1, 1.6, 6, 1.6, -3, -3, 0.9, 0
- CC(C)c1ccc(C(C(=O)NC2CCCCC2)N(C(=O)c2ccccn2)c2cccnc2)cc1 (stereo not given)
    7, -1, -0.9, 7, 0.1, 19, -4, -0.3, -2
- CCOc1ccc(CN2CCNC(=O)C2CC(=O)NCCc2ccccn2)cc1 (stereo not given)
    -2, 1, -0.2, 7, 0.8, -10, -1, 1.3, 5
- COc1ccc(C(O)c2nccn2C)cc1 (stereo not given)
    18, 0, 0.9, -2, 0.2, 58, 2, -0.6, -5
- CS(=O)(=O)N(Cc1ccc(C(=O)NCCSCc2ccco2)cc1)c1ccccc1
    0, -1, -2.3, 4, 1.5, 15, 2, 2.2, -2
- CN(C)C(CNC(=S)Nc1ccccc1Cl)c1cccnc1 (stereo not given)
    8, 0, 1.4, 6, 0.6, -6, 3, -0.3, 0

Continuation.
The line under a structure holds: PPC-1+TRAIL kill, Wee1 degr inh, TNF necrop inh, BaF3 parental, TRPML3 agonist, CHOP inh, RBBP9 inhibitor, TRPN1 ag, Ba/F3 V617F tox
- C/C(=N\Nc1cccc2cccnc12)c1ccc[nH]1
    50[5 µM], 9, -1.0, 5, -0.9, 4, 6, -2.8, -3
- CC(=O)C(=Cc1cc(C)n(-c2ccccc2)c1C)C(C)=O
    17, -2, -0.2, 6, 0.5, 15, -10, -0.3, -2
- COc1cccc2cc(C(=O)NCCC3=CCCCC3)c(=O)oc12
    25, -1, 0.2, 2, 0.0, 65, -7, -0.9, 2
- O=C(CCCN1CCOCC1)c1ccc2c(c1)OCCO2
    26, 5, 1.2, 4, 0.9, 12, -3, 0.5, -3
- Cc1ccc(C2=NC(=O)/C(=C/c3cc(O)c(O)c(Br)c3)S2)cc1
    14, 3, -11, 0, 1.9, 72*, -42, 6.1, -6
- C=CCNC(=S)/N=c1/ccccn1C
    -19, 0, 0.7, 0, 1.2, 7, -4, 1.3, -1
- CCCCC(=O)Nc1ccc2c(c1)C(=O)NC2=O
    39, -1, 0.1, 3, 1.1, 0, -9, 1.4, -6
- COc1ccc2nc(NC(=O)CSc3nnc(C)n3N)sc2c1
    34, 1, 14, -6, 0.5, 8, 0, 1.0, 5
- CC(=O)OCCc1c(C)nc2nc[nH]n2c1=O
    14, -1, 0.2, 1, 0.3, -14, -3, -0.6, -2
- Clc1ccc2c(c1)C(N1CCNCC1)Cc1ccccc1S2 (stereo not given)
    19, 3, -18, 8, 2.2, 79*, -13, 16, 8
- Cc1ccc(NCC(=O)N/N=C/c2ccc(-c3cccc(C(F)(F)F)c3)o2)cc1
    -1, 6, 0.6, 7, 0.0, 81*, -9, -0.9, 0
- CC(C)Nc1nc(NC(C)C)nc(N(C)C#N)n1
    17, 3, -3.6, 6, -0.5, 6, -10, -0.3, 2
- O=C(N/N=C/c1ccc([N+](=O)[O-])s1)c1ccccc1
    27, -2, -6.7, 7, 0.6, -11, -13, 0.9, 5
- COc1ccc(C(=O)Nc2ccc(Oc3nc(C)nc4sc(-c5ccccc5)cc34)cc2)cc1OC
    9, -2, 0.6, 6, 0.2, 81*, -7, 1.3, -2
- CCOC(=O)CSc1nnc(-c2ccc(Cl)cc2Cl)o1
    21, -3, -1.4, 6, -0.1, 35, -8, -1.5, 2
- CCOc1ccc2ncc(S(=O)(=O)c3ccc(C)cc3)c(N3CCC4(CC3)OCCO4)c2c1
    22, -3, 1.1, 9, 2.2, -12, -9, 0.2, -1
- CCc1ccc(/C=C2\SC(=S)N(CCCC(=O)Nc3nccs3)C2=O)cc1
    -1, 1, 1.4, 7, 0.7, 78*, 2, 1.3, 1
- O=C(COC(=O)CCC(=O)c1ccc(Cl)cc1)NCCc1ccccc1
    6, 3, 1.1, 1, 1.0, -3, -11, 0.0, -5
- O=C(NC1CCCC1)c1cccnc1N1CCCCCC1
    -8, -3, -0.3, 6, -0.1, 3, -11, 0.8, 1
- O=C(CC(Nc1ccc(F)cc1)C(=O)O)c1ccccc1 (stereo not given)
    5, 0, 0.5, 1, 0.5, -15, -6, -0.2, 1
- O=C1c2ccccc2NC(c2ccc3c(c2)OCO3)N1O (stereo not given)
    26, 1, -0.1, 4, 1.2, 13, -1, 0.1, 1
- Cc1onc(CO)c1C(=O)Nc1nccs1
    1, -2, 2.9, 7, 1.1, -20, -7, 0.8, -3
- CCc1n[nH]c(=S)n1/N=C/c1ccc(N(C)c2ccccc2)cc1
    20, -2, -1.2, 3, -0.4, 17, 2, -1.4, -1
- CC1(c2ccccn2)Nc2ccccc2-c2nc3ccccc3n21 (stereo not given)
    22, -1, 0.3, 4, -0.2, 25, 0, -0.6, -4
- O/N=C1\CCC\C1=C/c1ccco1
    -20, -4, -3.8, -2, 0.7, -6, 3, 0.2, 1
- COC(=O)c1c(NC(=O)c2cccs2)sc2c1CCCC2
    7, -2, 0.0, 8, -0.3, 14, -4, 0.7, 5
- CCCCN(CC)C(=O)c1ccc2c(c1)OCO2
    13, 1, 6.1, 1, -0.4, 5, 2, -1.9, -4
- COC(=O)c1nc2n(n1)C(c1cc(OC)ccc1OC)C(C(=O)OC1CCCCC1)=C(C)N2 (stereo not given)
    10, 0, -3.6, 0, 0.5, 80*, 4, 0.9, -3
- CN(C(=O)COc1ncnc2sccc12)c1ccccc1
    -8, 0, 1.2, 5, 0.4, 11, -6, 1.1, -2
- CCn1c(SCC(=O)Nc2ccc(S(=O)(=O)Nc3ccccn3)cc2)nnc1-c1ccncc1
    21, 1, 0.3, 3, 0.9, 12, 6, -1.2, -4
- OCCNc1ncnc2c1ncn2Cc1ccccc1
    -3, -1, -0.8, 0, 0.7, -6, -4, -0.5, 0

Five of the compounds above, comma-delimited.
SMILES,PPC-1+TRAIL kill,Wee1 degr inh,TNF necrop inh,BaF3 parental,TRPML3 agonist,CHOP inh,RBBP9 inhibitor,TRPN1 ag,Ba/F3 V617F tox
C/C(=N\Nc1cccc2cccnc12)c1ccc[nH]1,50[5 µM],9,-1.0,5,-0.9,4,6,-2.8,-3
CC(=O)C(=Cc1cc(C)n(-c2ccccc2)c1C)C(C)=O,17,-2,-0.2,6,0.5,15,-10,-0.3,-2
COc1cccc2cc(C(=O)NCCC3=CCCCC3)c(=O)oc12,25,-1,0.2,2,0.0,65,-7,-0.9,2
O=C(CCCN1CCOCC1)c1ccc2c(c1)OCCO2,26,5,1.2,4,0.9,12,-3,0.5,-3
Cc1ccc(C2=NC(=O)/C(=C/c3cc(O)c(O)c(Br)c3)S2)cc1,14,3,-11,0,1.9,72*,-42,6.1,-6
